TTR transcr act – activators of transthyretin transcription; AID 1117267; SH-SY5Y TTR promoter Gaussia luciferase, luminescence; 100% = recombinant luciferase protein wells; activation, % at 16.7 µM; 1.3% of 92,000 active;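 active = activation above the mean of all tested compounds plus 3 SD, cut at about 9.5% in these data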;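 also: cells exposed to compounds for one day before reading; 0% = median of all test compound wells on the plate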
Starred values were filed as active, the others as inactive.

entry	molecule	TTR transcr act
1	O=C(Nc1ccc(Oc2ccccc2)nc1)[C@H]1O[C@@H](n2ccc(=O)[nH]c2=O)[C@H](O)[C@@H]1O	-1.7
2	O=C(NN=C1CCC(=NNC(=O)c2ccccn2)CC1)c1ccccn1	1.3
3	Nc1ccc(Nc2nc(-c3cc4ccccc4oc3=O)cs2)cc1	-1.3
4	COC(=O)[C@@]1(Cc2ccc(F)cc2)[C@H]2c3cc(C(=O)N4CCCC4)n(Cc4cc(F)cc5c4OCOC5)c3C[C@H]2CN1C(=O)c1ccccc1	-1.8
5	COc1ccc([C@H]2CC(=O)C=C(c3ccc(C)cc3)C2)cc1OC	-2.4
6	Cc1nn(C)cc1CN(C)C(=O)c1cc(COc2ccc(F)cc2F)on1	-1.6
7	CCCCCCCCN1C(=O)[C@@H](CC(=O)NCCC(C)C)C[C@@]2(C(=O)OC)C1=C[C@H](C(C)C)O[C@@H]2C1CC1	-0.2
8	C=CCn1c(SCC(=O)Nc2nnc(CC)s2)nnc1-c1ccncc1	3.5
9	Cc1ccc(NS(=O)(=O)c2ccc3[nH]c(=O)sc3c2)cc1	-0.3
10	Cc1cc(SCc2ccccc2)nc(=O)[nH]1	-1.4
11	CC(C)(N[C@@H](Cc1ccccc1)C(=O)NCCCc1ccccc1)C(=O)NCc1ccccc1	0.6
12	COc1ccc(-c2c(C#Cc3ccsc3)c3cc(-c4ccc5cc[nH]c5c4)ccc3n2C)cc1	1.5

Continuation.
entry	molecule	TTR transcr act
13	Fc1ccc(CNCc2ccc3c(c2)OCO3)cc1	-0.6
14	Cn1cc(C(=O)CCl)c2ccccc21	-2.4
15	O=C(NCc1ccc(Cl)cc1)C1CCCN1C(=O)Nc1ccc(F)cc1 (stereo not drawn)	-0.7
16	Cc1c(C)c2ccc(OCC(=O)N[C@@H](Cc3ccccc3)C(=O)O)cc2oc1=O	-1.0
17	CC(C)n1c(C(F)(F)F)nc2cc(C(=O)N3CCCCC3)ccc21	0.1
18	CC(C)Cn1c(N)c(C(=O)CSc2nccn2C)c(=O)n(C)c1=O	1.9
19	Cc1ccc(-c2nnc(SCc3ccc(C#N)cc3)n2Cc2ccco2)cc1	-2.0
20	COc1ccc(OC)c(NC(=S)N2CCN(Cc3ccccc3)CC2)c1	-0.1
21	Cc1ccccc1NC(=O)CNC(=O)N1CC(=O)Nc2ccccc21	-0.8
22	COc1cc(/C=C2\C(=O)ON=C2c2ccccc2)cc(Cl)c1O	-1.2
23	CCCNC(=O)c1cc(-c2ccc(OC)cc2)on1	-2.2
24	COC(=O)Cn1cnc(C(=O)Nc2ccc(C)c(C)c2)n1	-0.3

Later entries:
entry	molecule	TTR transcr act
25	O=Cc1cc(N=Nc2cccc(C(=O)O)c2)ccc1O	-0.1
26	CNC(=O)CSc1nc2cccnc2n1-c1ccc(F)cc1	3.0
27	Cc1ccc(C)n1-c1nc(=S)[nH][nH]1	-0.1
28	COc1cc(-c2noc(C)c2C(=O)NCc2ccc(C)o2)cc(OC)c1OC	1.9
29	O=C(NC1CC1)C1CCCN(C(=O)Nc2ccc(F)cc2)C1 (stereo not drawn)	1.6
30	Cc1cc(NC(=O)CCCC(=O)N(c2ccccc2)C(C(=O)NC2CCCCC2)c2cccs2)no1 (stereo not drawn)	-1.0
31	O=C(CNC(=O)N1CC(=O)Nc2ccccc21)Nc1ccc(F)c(Cl)c1	0.5
32	Cc1cc(C)c(C)c(S(=O)(=O)ON2C(=O)c3ccccc3C2=O)c1C	2.4
33	Cn1cnc2cc(NC(=O)c3ccc(Cl)cc3)ccc21	-1.2
34	CCn1c(SCC(=O)Nc2ccc(OC)cc2OC)nc2nc3c(cc2c1=O)COC(C)(C)C3	-2.5
35	COc1ccccc1CNC(=O)COC(=O)Cc1c[nH]c2ccccc12	-1.8
36	O=C(OC1CCOC1=O)c1cccc(S(=O)(=O)Nc2ccc(F)cc2)c1 (stereo not drawn)	5.9

Remaining list, next part.
entry	molecule	TTR transcr act
37	COC(=O)c1ccc(CN2C(=O)c3ccccc3C2=O)cc1	0.5
38	CCc1ccc(NS(=O)(=O)c2c(C)nc3sc(CC)nn3c2=O)cc1	1.9
39	CSc1ncnc2c1ncn2CCCNCc1ccc2c(c1)OCO2	6.9
40	CCOP(=O)(OCC)C(Nc1cc(Cl)cc(Cl)c1)c1cccc(O)c1 (stereo not drawn)	-2.8
41	COc1ccccc1N(C)S(=O)(=O)c1ccc(C(=O)OCC(=O)c2c[nH]c3ccccc23)cc1	-1.8
42	CCN(CC(=O)NCc1ccc(F)cc1)C(=O)COc1ccc(C)c(C)c1	-1.0
43	COc1ccc(OC)c(CN2CCN(C(=O)CNC(=O)c3ccccc3F)CC2)c1	0.0
44	C=CCOc1ccc(C2=NO[C@@H]3[C@@H]4C[C@@H]([C@H]5C(=O)N(C)C(=O)[C@@H]45)[C@H]23)cc1	2.9
45	CCOC(=O)C1CCN(C(=O)CCNC(=O)c2ccccc2OC)CC1	0.1
46	CCCCCCC1CCC(c2nc(-c3ccncc3)no2)CC1 (stereo not drawn)	-0.3
47	CCn1c(SCC(=O)NCc2ccccc2)nnc1-c1ccccc1O	-1.9
48	Cc1c(Cl)cccc1NC(=O)CSc1nc(=O)n(CCCN2CCOCC2)c2c1CCC2	1.9

In another format: results already given
#37 COC(=O)c1ccc(CN2C(=O)c3ccccc3C2=O)cc1
  TTR transcr act: 0.5

#41 COc1ccccc1N(C)S(=O)(=O)c1ccc(C(=O)OCC(=O)c2c[nH]c3ccccc23)cc1
  TTR transcr act: -1.8

#48 Cc1c(Cl)cccc1NC(=O)CSc1nc(=O)n(CCCN2CCOCC2)c2c1CCC2
  TTR transcr act: 1.9

Additional records.
entry	molecule	TTR transcr act
49	Cc1ccc(S(=O)(=O)NNC(=S)Nc2c(Cl)cccc2Cl)cc1	1.6
50	COc1ccc(Cl)cc1C(=O)NNC(=O)c1cccc(S(=O)(=O)N(C)C)c1	3.2
51	Cc1nnc2n1CCCCC2	5.0
52	COc1ccc(-n2cc(C(=O)c3cc4ccccc4oc3=O)c(C(C)=O)n2)cc1	-0.8
53	CC(C)(C)OC(=O)C[C@@H]1C/C=C\C[C@@H](CC(=O)N(CCO)Cc2ccccc2)C(=O)NC[C@H](c2ccccc2)OC1=O	3.0
54	O=C(CCC(=O)Nc1nnc(C2CCCCC2)s1)NCC1CCCO1 (stereo not drawn)	0.6
55	c1ccc(-c2csc(NNC3=NCCCCC3)n2)cc1	-1.4
56	COc1ccc(NC(=O)Cn2nc3n(c2=S)CCC3)cc1	0.8
57	CC(C)c1ccc(NC2CCCN(C(=O)CCN3CCCCC3=O)C2)cc1 (stereo not drawn)	-0.1
58	CCc1cc(C(=O)c2ccc(OC)cc2)c(NC(=O)CC(C)(C)CC(=O)O)s1	-1.3
59	CC(=O)Nc1cccc(C(=O)OCC(=O)NCc2cc(C)c(O)c(C)c2)c1	9.4
60	C[C@@H]1CCN(C2CC2)S(=O)(=O)c2c(cccc2N2CCC[C@H]2CO)O1	-0.3

The list continues:
entry	molecule	TTR transcr act
61	C=CCN(CC=C)C(=O)CN1C(=O)NC(c2ccccc2)(c2ccccc2)C1=O	0.4
62	Cc1cc(C)n(C(=O)c2cc3c(s2)CCCC3)n1	-1.1
63	CCOC(=O)C1(CCOc2ccccc2)CCN(Cc2cccc(-n3cccn3)c2)CC1	-1.7
64	CC(C)c1cc(N2CCN(C(=O)c3ccco3)CC2)n2c(nc3ccccc32)c1C#N	0.9
65	Cn1c(COc2ccccc2O)[n+](C)c2ccccc21	-1.4
66	Cc1ccc([C@H]2C[C@H](n3cc(C4CC4)nn3)[C@@H](O)CN2CC2CCCCC2)cc1	-3.4
67	COc1ccc(N2CCN(C(=O)CCCN3C(=O)c4cccc5cccc(c45)C3=O)CC2)cc1	-2.1
68	O=C(c1ccccc1)N1CCC(c2nc3c(nnn3Cc3ccco3)c(=O)[nH]2)CC1	0.3
69	CC1CCCCC1NC(=O)c1ccc(S(=O)(=O)NCC2CCCO2)cc1 (stereo not drawn)	2.4
70	COc1ccc(OCc2cc(=O)c3ccc4c(c3o2)C=CC(C)(C)O4)cc1OC	-3.2
71	CNC(=O)Cn1nc(C)c2ccccc2c1=O	0.5
72	CC1CCCN(CC(O)COc2ccc(-c3ccccc3)cc2)C1 (stereo not drawn)	0.7

Additional results follow.
entry	molecule	TTR transcr act
73	Cc1ccc(NC(=S)NNC(=O)c2cn(C)nc2C)cc1	0.6
74	COc1cccc(NC(=S)N(CCCN2CCCC2)Cc2ccco2)c1	0.3
75	CCN(CC)CCCN=Cc1c(O)n(-c2cccc(C)c2)c(=O)c2ccccc12	-0.1
76	COCCN(CCOC)S(=O)(=O)c1ccc(OC)cc1	2.8
77	COc1cccc(NC(=O)Nc2nnc(CC(=O)Nc3ccccc3)s2)c1	6.5
78	N/C(=N\OC(=O)COc1ccc(Br)cc1Cl)c1ccncc1	-0.5
79	O=C(Cc1c[nH]c2ccccc12)Nc1ccccc1N1CCOCC1	-1.8
80	CCOC(=O)c1sc(-c2ccccc2)cc1N	-1.5
81	O=C(N[C@@H]1C/C=C\C[C@@H](CC(=O)N(CCO)Cc2ccccc2)C(=O)NC[C@H](c2ccccc2)OC1=O)OCC1c2ccccc2-c2ccccc21	-2.9
82	Nc1cc(=O)[nH]c(SCC(=O)Nc2cccc(S(=O)(=O)N3CCCCC3)c2)n1	2.3
83	COc1ccc(-c2c(-c3cc(OC)cc(OC)c3)n(C)c3ccc(-c4ccc(SC)cc4)cc23)cc1	4.6
84	CCOC(=O)C1CCN(C(=O)Nc2ccc3nc(C)c(C)nc3c2)CC1	-2.9

(next part)
entry	molecule	TTR transcr act
85	COc1ccc(CNC(=O)CCCC(=O)Nc2cccc(Br)c2)cc1	1.2
86	O=C(COc1ncnc2cc([N+](=O)[O-])ccc12)NC1CCCCC1	-0.6
87	COc1cc(CNn2cn[nH]c2=S)cc(Cl)c1OCc1ccc(F)cc1	-1.8
88	O=C(NCC1(c2ccccc2)CCCC1)c1ccccc1	0.4
89	O=c1onc(-c2ccc(Cl)cc2Cl)n1-c1cccnc1	0.2
90	COc1ccc(C(=O)NC2CC3CCCC(C2)N3CC(C)C)cc1 (stereo not drawn)	0.1
91	O=C(O)c1ccc(N/N=C/c2cn(-c3ccccc3)nc2-c2cccs2)cc1	1.3
92	Nc1ccccc1C(=O)N1O[C@@H]2C=C[C@H]1C2	0.1
93	Cc1ccc2c(C)nc(N/C(N)=N/S(=O)(=O)c3ccc([N+](=O)[O-])cc3)nc2c1	-0.7
94	CN(Cc1ccc(OC(F)F)cc1)Cc1nc2c(Br)cc(Br)cc2c(=O)[nH]1	-0.1
95	C[C@H]1CN=C2N(CCNC(=O)CCC3CCCCC3)[C@H](Cc3ccc(O)cc3)CN21	3.1
96	COC(=O)C1CCCCN1C(=O)c1cccc(OC2CCN(C(=O)C3CC3)CC2)c1 (stereo not drawn)	1.6

Carrying on.
entry	molecule	TTR transcr act
97	CCOc1ccccc1NC1=C(Cl)C(=O)N(Cc2ccccc2)C1=O	-3.0
98	CC(C)(C)NC(=O)C1(C)CCC(=O)N1C1CC1 (stereo not drawn)	1.9
99	O=C(COc1ccc(F)c(Cl)c1)NC(=O)NC1CCCC1	-0.3
100	CNC(=O)c1ccc(-c2cc3onc(-c4ccccc4)c3c(=O)n2C)cc1	-2.6
101	CN(CC(=O)NCc1ccc2c(c1)OCO2)S(=O)(=O)c1ccc(F)cc1	-1.0
102	CCS(=O)(=O)c1nc(S(=O)(=O)c2ccc(C)cc2)c(N2CCC3(CC2)OCCO3)s1	1.8
103	Cn1c(N)c(S(=O)(=O)NCc2ccc(Cl)cc2)c(=O)n(C)c1=O	-0.6
104	CCCCN(C(=O)CN1CCOCC1)c1c(N)n(CC(C)C)c(=O)[nH]c1=O	2.1
105	CC1CCCN(C(=O)COC(=O)/C=C/c2ccc(C(F)(F)F)cc2)C1 (stereo not drawn)	-2.3
106	CC(=O)c1c[nH]c2ccc(C)cc2c1=O	2.4
107	O=C(Cn1ccccc1=O)c1cccs1	17*
108	COc1cc(C(F)(F)F)c(C(=O)NCc2cccc(Cl)c2)cn1	-0.5

Later entries.
entry	molecule	TTR transcr act
109	O=C(CCc1nc(-c2ccccc2F)no1)NCCN1CCN(Cc2ccccc2)CC1	-3.0
110	Cc1[nH][nH]c(=O)c1[C@@H](c1ccccc1[N+](=O)[O-])C(C#N)C#N	0.2
111	Cc1ccc([C@H]2C[C@H](n3cc(COC(=O)c4ccccc4)nn3)[C@@H](O)CN2C(=O)C2CCCCC2)cc1	-1.1
112	O=c1[nH]c(=S)[nH]c2c1C(C1CCCCC1)OC(C1CCCCC1)C2 (stereo not drawn)	2.8
113	COc1cc(C(=O)Oc2cccc(Nc3ncnc4ccccc34)c2)cc(OC)c1OC	-6.8
114	O=C(/C=C/Nc1ccc(S(=O)(=O)Nc2ncccn2)cc1)c1ccc2ccccc2c1	1.8
115	COc1ccc(N2CC(O)=C(c3nc(C)cs3)C2=N)cc1	3.3
116	Cc1ccc(S(=O)(=O)N2CCOCC2)cc1NC(=O)COC(=O)c1ccc(OCc2c(C)noc2C)cc1	-0.8
117	COc1ccc(C(=O)NCc2ncccc2C)cc1OC1CCN(C(C)=O)CC1	3.4
118	Cc1cccc(C)c1NC(=O)CNC(=O)Cc1ccc(Br)cc1	2.8
119	Nc1nc(-c2ccco2)nn1S(=O)(=O)c1ccc(Cl)cc1	-1.1
120	O=C(Nc1ccc(Cl)cc1Cl)c1ccc(Br)o1	-0.5

The listing continues.
entry	molecule	TTR transcr act
121	O=C(N/N=C/c1ccccc1F)c1ccc(COc2ccccc2Cl)o1	4.4
122	CC(=O)NNC(=O)c1nc(-c2ccccc2)c(C)o1	-2.3
123	COCCCNC(=O)C[C@H]1C[C@H](C(=O)N2CCCCC2)[C@@]2(C)c3[nH]c4ccc(Cl)cc4c3CCN2C1=O	0.8
124	c1ccc(-c2cc3c(N4CCCC4)ncnc3s2)cc1	-1.1
125	CCN(CC)S(=O)(=O)c1ccc(Cl)c(NC(=O)COC(=O)C2CCCCC2)c1	-0.9
126	N=c1sccn1CC(=O)Nc1cc(S(=O)(=O)N2CCCC2)ccc1Cl	0.0
127	O=C(CN1C(=O)NC(c2ccccc2)(c2ccccc2)C1=O)NCc1ccc(F)cc1	0.2
128	CCOc1ccc(CCNC(=O)c2cc3sccc3n2Cc2cccc(C)c2)cc1OCC	3.4
129	COc1ccccc1/C=C/C(=O)OCCCN(C)C	4.6

Screening results from PubChem.

This is a subset; rates above refer to the full screens.
